# Screens deposited in PubChem BioAssay by National Center for Advancing Translational Sciences (NCATS).
# Pol eta inh = blocks human DNA polymerase eta activity | Potency, µM (doses to about 114 µM), for inactives: at the top dose activity change, negative = inhibition, usual class: inhibitors | recombinant Pol eta, fluorescent DNA replication assay | 390,000 tested, 1.2% active; also: potency is read from the fitted curve at half-maximal effect; % is scaled to controls: 0 for no effect and ±100 for the full control effect
# Target sequence (Q9Y253 whole entry, looked up): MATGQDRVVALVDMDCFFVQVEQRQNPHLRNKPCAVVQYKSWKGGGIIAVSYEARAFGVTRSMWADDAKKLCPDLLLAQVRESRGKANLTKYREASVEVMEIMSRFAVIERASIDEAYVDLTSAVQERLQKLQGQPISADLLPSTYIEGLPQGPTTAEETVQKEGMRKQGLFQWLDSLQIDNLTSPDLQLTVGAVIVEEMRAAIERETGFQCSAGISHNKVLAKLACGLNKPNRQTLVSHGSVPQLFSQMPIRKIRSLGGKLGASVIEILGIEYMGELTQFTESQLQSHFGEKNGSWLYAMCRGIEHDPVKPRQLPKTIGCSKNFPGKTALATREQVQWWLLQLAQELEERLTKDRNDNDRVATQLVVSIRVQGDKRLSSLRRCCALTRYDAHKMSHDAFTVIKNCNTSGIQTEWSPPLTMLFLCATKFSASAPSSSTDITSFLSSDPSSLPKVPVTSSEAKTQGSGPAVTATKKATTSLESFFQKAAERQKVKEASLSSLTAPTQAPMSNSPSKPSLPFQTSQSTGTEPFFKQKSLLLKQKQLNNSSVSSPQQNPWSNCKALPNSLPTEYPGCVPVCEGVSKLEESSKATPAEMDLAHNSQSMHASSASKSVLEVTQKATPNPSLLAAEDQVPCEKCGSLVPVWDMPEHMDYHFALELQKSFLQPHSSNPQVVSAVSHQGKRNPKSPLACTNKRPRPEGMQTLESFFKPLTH
#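 Pol eta at 10 nM preincubated with compounds 15 min at room temperature; reaction started with fluorescent substrate (50 nM final) and read kinetically at 0 and 10 min.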
# Glioma ERSR ind = ER stress response induction in glioma; U87-MG GRP78 promoter luciferase reporter, 16 h; Potency, µM, for the others: top-dose activation, actives largely listed as activators; 420,000 tested, 0.02% active; AID 602332; also: potency is read from the fitted curve at half-maximal effect; series mostly up to about 76 µM; % of control where 0% means no effect; nearly all actives have a fitted effect of over 35% in size
#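 Stably transfected U87-MG human glioma cells carrying a GRP78-based luminescent sensor were seeded at 1000 cells/well, pin-dosed with compounds and incubated 16 h. Luciferase reagent was then added, and end-point luminescence was read after 10 min at room temperature.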
# LDHA inh = inhibitors of human lactate dehydrogenase A | P00338 | purified LDHA, NADH/diaphorase-resazurin fluorescence; hits give low values | activity change, % (values are at about 110 or 230 µM) | AID 1347041 | 480,000 tested, 0.15% active; in the data active = activity change below about -30%; inconclusive = mostly about -25% to -30%;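 also: plate controls were DMSO wells for no effect and wells without enzyme for full effect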
#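 Human LDH5 (2 nM) was incubated with 0.06 mM NADH and 0.2 mM pyruvate for 5 min at room temperature in Tris pH 7.4. Remaining NADH was coupled through diaphorase/resazurin, and resorufin fluorescence was read at 0 and 20 min.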
# Active calls of the source: *; ? = inconclusive. Unless noted, calls follow the shape of the dose curve; as a rule, active = well fitted curve in the direction sought with a large enough effect; inconclusive = small, poorly fitted or top-dose-only effect, or another doubt; inactive = no such curve, though single readings can be large; an effect the other way counts as inactive or inconclusive. Only part of the results is shown; count on the stated rates, not on these rows.
Compound	Pol eta inh	Glioma ERSR ind	LDHA inh
CNC(=O)c1ccc(CN(C)C(=O)c2cccc(S(=O)(=O)N3CCc4ccccc4C3)c2)cc1	-20%	-5%	-17
COc1ccc(-c2csc(NC(=O)CCNC(=O)c3ccco3)n2)cc1	-4%	-2%	-3
CC1=C(C(=O)N(C)C)CC(CC(=O)NCc2ccco2)C(=O)N1Cc1ccccc1 (configuration not stated)	4%	-5%	-4
C[C@@H]1CC[C@H](Cc2ccc(-n3cccc3)cc2)N1C(=O)OC(C)(C)C	-25%	-1%	4
Cc1ccc(S(=O)(=O)N2C[C@]3(O)C[C@@H]4C(=O)N(c5ccccc5)C(=O)[C@@H]4C[C@]3(OC(=O)NCc3ccccc3)C2)cc1	-9%	0%	-5
COCCCN1C(=O)C(CC(=O)NC(c2ccccc2)c2ccccc2)CC(C(=O)N2CCOCC2)=C1C (configuration not stated)	4%	-2%	-8
COc1ccc(CNC(=O)O[C@H]2CN(C(=O)OC(C)C)N(C(=O)OC(C)C)[C@@H]3CN(S(=O)(=O)c4ccc(C)cc4)C[C@]23O)cc1OC	-7%	-2%	2
CCCCCCC1CC(=CN(C)C)C(=O)O1 (configuration not stated)	-27%	0%	-1
Cc1c(Cl)cccc1NC(=S)NC(=O)c1ccccc1	-22%	10%	-7
Cc1nc(Cc2nnc(SC(C)C(=O)Nc3ccccc3)o2)cs1 (configuration not stated)	-15%	-4%	-10
C[C@H](O)[C@@H]1C(=O)N2CCc3ccc(N4CCN(C)CC4)cc3[C@@H]2C[C@@H]1N(C)C(=O)c1cccnc1	-27%	-2%	-8
COc1ccccc1NS(=O)(=O)c1cccc(NS(=O)(=O)c2cc(C(=O)O)ccc2Cl)c1	-6%	-4%	-1
Cc1nnc(N2C(=O)C(=O)/C(=C(/O)c3ccc4c(c3)OCCO4)C2c2cccc([N+](=O)[O-])c2)s1 (configuration not stated)	-10%	0%	0
COc1ccc(C(=O)OCC(=O)NC23CC4CC(CC(C4)C2)C3)c(O)c1	-6%	-2%	-2
CN(Cc1ccccc1)C(=O)CCC1CCN(C(=O)c2ccco2)CC1	-12%	1%	-11
Cn1nc(C(=O)NCC(=O)Nc2ccc(F)c(F)c2)ccc1=O	-8%	-3%	1
Cc1cc(N2C(=O)C(O)=C(C(=O)c3ccc(C)o3)C2c2cccc(Cl)c2)no1 (configuration not stated)	-9%	3%	2
Cc1cn([C@H]2C[C@H](O)[C@@H](CNC(=O)[C@H](N)Cc3cccnc3)O2)c(=O)[nH]c1=O	-10%	-4%	-5
C[C@@H]1CN([C@@H](C)CO)C(=O)CCCn2cc(nn2)CO[C@H]1CN(C)S(=O)(=O)c1ccccc1	-15%	-2%	-4
COc1ccc([C@H]2C[C@H](O)[C@@H](n3cc(-c4ccc(F)cc4)nn3)CN2C(=O)C2CCCCC2)cc1	-18%	-2%	-1
OCC1OC(n2cnc3c(SCc4ccccc4)nc(NO)nc32)C(O)C1O (configuration not stated)	-10%	-8%	4
Nc1ccn([C@@H]2O[C@H](CNC(=O)[C@@H](Cc3cccnc3)NC=O)[C@@H](O)[C@H]2O)c(=O)n1	-3%	-6%	-16
COc1ccc(C2CC(c3cccc([N+](=O)[O-])c3)=NN2/C(C)=C/C(C)=O)cc1 (configuration not stated)	2%	1%	0
O=C1CC(=Nc2ccc([N+](=O)[O-])cc2)NN1c1c(Cl)cc(Cl)cc1Cl	79µM*	3%	5
O=C1CCCCc2cc(O)c(O)cc21	-2%	2%	5
Cc1nc2ccccn2c(=O)c1NC(=O)COc1ccccc1	-7%	-4%	0
CCOC(=O)C(C#N)C(=N)C1C(=O)OC2CCCCC21 (configuration not stated)	-9%	-2%	1
COc1ccc([C@H]2C[C@H](O)[C@@H](n3cc(-c4ccc(F)cc4)nn3)CN2CC2CCCCC2)cc1	?	-2%	-9
COc1ccc(C(CNC(=O)c2ccc(OCc3cscn3)cc2)N2CCCC2)cc1 (configuration not stated)	?	-2%	-4
COc1ccc(NC(=O)N(C)C[C@H]2Oc3ncc(C#C[C@@H](C)O)cc3C(=O)N([C@H](C)CO)C[C@H]2C)cc1	-13%	-4%	1

# Another view of two compounds above.
COc1ccc(NC(=O)N(C)C[C@H]2Oc3ncc(C#C[C@@H](C)O)cc3C(=O)N([C@H](C)CO)C[C@H]2C)cc1
  Pol eta inh = -13%; Glioma ERSR ind = -4%; LDHA inh = 1
CN(Cc1ccccc1)C(=O)CCC1CCN(C(=O)c2ccco2)CC1
  Pol eta inh = -12%; Glioma ERSR ind = 1%; LDHA inh = -11

# Six compounds out of the list above, ordered by the value under Pol eta inh, high to low:
SMILES	Pol eta inh	LDHA inh
COc1ccc(C2CC(c3cccc([N+](=O)[O-])c3)=NN2/C(C)=C/C(C)=O)cc1 (configuration not stated)	2%	0
COc1ccc(C(=O)OCC(=O)NC23CC4CC(CC(C4)C2)C3)c(O)c1	-6%	-2
Cc1nc2ccccn2c(=O)c1NC(=O)COc1ccccc1	-7%	0
Cc1ccc(S(=O)(=O)N2C[C@]3(O)C[C@@H]4C(=O)N(c5ccccc5)C(=O)[C@@H]4C[C@]3(OC(=O)NCc3ccccc3)C2)cc1	-9%	-5
CN(Cc1ccccc1)C(=O)CCC1CCN(C(=O)c2ccco2)CC1	-12%	-11
C[C@H](O)[C@@H]1C(=O)N2CCc3ccc(N4CCN(C)CC4)cc3[C@@H]2C[C@@H]1N(C)C(=O)c1cccnc1	-27%	-8

# Going on with the list:
Compound	Pol eta inh	Glioma ERSR ind	LDHA inh
O[C@H]1C[C@H](c2ccccc2)N(CC2CCCCC2)C[C@@H]1n1cc(C2CC2)nn1	-18%	-13%	5
O=C1CCC(C(=O)N2CCN(c3cnccn3)CC2)CN1CCc1ccccc1 (configuration not stated)	-10%	-5%	-1
CCOCCCn1c(SCC(=O)NC2CCCCC2)nc2ccccc2c1=O	-13%	-3%	-3
COc1ccc([C@H]2C[C@H](O)[C@@H](n3cc(-c4ccc(F)cc4)nn3)CN2Cc2cccs2)cc1	-15%	-13%	3
Cc1nc2ccccn2c(=O)c1NC(=O)c1ccc2c(c1)OCO2	-2%	-3%	-5
N#Cc1ccc(C(S(=O)(=O)Cc2ccccc2)S(=O)(=O)Cc2ccccc2)cc1	-10%	-2%	-16
COCC(C)n1c(SCC(=O)NC2CCCCC2)nc2ccccc2c1=O (configuration not stated)	-10%	-3%	-2
C[C@@H]1CCCCO[C@H](CN(C)C(=O)C2CCCCC2)[C@@H](C)CN([C@H](C)CO)C(=O)c2cc(N(C)C)ccc2O1	-6%	-8%	0
CC1(C)CC(=O)C=C(c2n[nH]nc2C2CCCCC2)C1	-2%	-1%	-4
Cc1ccc(S(=O)(=O)N(C)C[C@H]2Oc3cc(C#Cc4ccccc4)ccc3S(=O)(=O)N([C@H](C)CO)C[C@@H]2C)cc1	-27%	0%	-6
COc1ccc(NC(=O)CSc2nnnn2C2CCCC2)cc1S(=O)(=O)N1CCOCC1	4%	-3%	-2
CCn1c(C)cc(C(=O)CSc2nnc(C3CC3)n2C2CC2)c1C	-12%	-6%	-13
COc1ccc(CN2C(=O)C(CC(=O)NCC3CCCCC3)CC(C(=O)N(C(C)C)C(C)C)=C2C)cc1 (configuration not stated)	-19%	-5%	-3
COCCCN1C(=O)C(CC(=O)NC(c2ccccc2)c2ccccc2)CC(C(=O)N(C)C)=C1C (configuration not stated)	-2%	-6%	-6
C[C@@H](NC(=O)c1[nH]cnc1C(=O)Nc1ccccc1F)c1ccccc1	-6%	1%	-2
Cc1cccc(CN(C)C[C@@H]2OCc3cnnn3CCCC(=O)N([C@@H](C)CO)C[C@H]2C)c1	-19%	-2%	-2
CC1=C(C(=O)N(C)C)CC(CC(=O)NC2CCCCC2)C(=O)N1Cc1ccccc1 (configuration not stated)	-4%	-4%	-11
O=C(O)c1c(-c2ccccc2)cnc2ccccc12	-11%	-6%	-2
CCCCN1C(=O)C(CC(=O)NC(c2ccccc2)c2ccccc2)CC(C(=O)N(CC)CC)=C1C (configuration not stated)	-19%	-6%	-1
Cc1ccsc1C(=O)OCC(=O)NC1CCCCC1	-8%	-4%	0
COc1ccc([C@H]2C[C@@H](O)[C@H](n3cc(C4CC4)nn3)CN2Cc2cccs2)cc1	-23%	-3%	0
COCCNC(=S)N(C)[C@H]1C[C@H]2c3cc(-c4ccccc4)ccc3CCN2C(=O)[C@H]1[C@H](C)O	-15%	-4%	-32*
Cc1cc(NS(=O)(=O)c2ccc(NC(=O)c3ccc(Cl)nc3)cc2)nc(C)n1	-2%	-3%	-9
O=C1NC(Cc2ccc(O)cc2)c2nc3ccc(Br)cc3c(=O)n2-c2cc3ccccc3cc21 (configuration not stated)	-6%	-6%	0
O=[N+]([O-])c1cccc(/C=C2\CCc3cnn(C4CCS(=O)(=O)C4)c32)c1 (configuration not stated)	-11%	-2%	-4
CC(C)(C)c1ccc(OCCCC(=O)Nc2nnc(C3CC3)s2)cc1	-6%	1%	-2
CN(CC(=O)Nc1ccc(F)cc1)C(=O)CN1C(=O)NC(CCc2ccccc2)C1=O (configuration not stated)	-6%	-3%	-1
C/C(NCCc1ccc(O)cc1)=C1/CCOC1=O	-9%	-2%	-3
CCN1C(=O)[C@H]2[C@@H](c3ccc(C(F)(F)F)cc3)N[C@]3(CCCN(Cc4cccn4C)C3=O)[C@H]2C1=O	-11%	9%	2
CC(OC(=O)/C=C/c1ccco1)C(=O)NC1CCCCC1 (configuration not stated)	-7%	-4%	-6
O=C(Nc1nccs1)c1cnc2sccn2c1=O	-16%	-2%	-3
COc1ccc(NC(=O)N(C)C[C@H]2OCCCC[C@@H](C)Oc3ccc(NC(=O)c4ccccc4)cc3C(=O)N([C@H](C)CO)C[C@@H]2C)cc1	-5%	-1%	-1
CCOc1cc(CN2CCC(N3CCC(C(=O)NC4CC4)CC3)CC2)ccc1O	?	-4%	-17
CC1(C)CC(NC(=O)c2ccc(F)cc2)CC(C)(C)N1	7%	-1%	-7
O=C(CN1CCN(S(=O)(=O)c2ccc(Br)s2)CC1)N1CCc2ccccc21	2%	-2%	-9
CS(=O)(=O)c1cc(C(=O)O)cc(NCc2ccccc2)c1Oc1ccccc1	-18%	-2%	-8
CC(C)NC(=O)N(C)C[C@H]1OCCCC[C@H](C)Oc2ccc(NC(=O)NC3CCCCC3)cc2C(=O)N([C@H](C)CO)C[C@@H]1C	-21%	4%	0
CNC[C@@H]1OCc2ccccc2-c2ccccc2C(=O)N([C@@H](C)CO)C[C@@H]1C	0%	-7%	-12
CN1OC[C@@H]2CN(C(=O)c3ccco3)[C@H](c3ccc(-c4ccc(C#N)cc4)cc3)C[C@@H]21	3%	-3%	-17
CN1C(=O)N(CC(=O)c2ccc3c(c2)OCO3)C(=O)C12CCCCC2	-11%	-1%	-7
COc1ccc(S(=O)(=O)N(C)C)cc1NC(=O)COC(=O)c1n[nH]c2ccccc12	-20%	-4%	0
O=c1c2ccccc2sn1-c1ccc(Cl)cc1Cl	-24%	-3%	-11
C[C@@H]1CN([C@H](C)CO)C(=O)c2c(c3ccccc3n2C)-c2ccccc2CO[C@H]1CN(C)S(=O)(=O)c1cn(C)cn1	-3%	-5%	2
CCN1CCN(c2sc(S(=O)(=O)CC)nc2S(=O)(=O)c2ccc(Cl)cc2)CC1	-16%	-2%	-8
O=C(NCc1ccccc1CN1CCCC1)c1ccc(S(=O)(=O)Nc2ccccc2)cc1	-1%	-3%	-6
Cc1cccc(C(=O)OCC(=O)NC(=O)NC2CCCCC2)c1	-27%	-5%	1
Cc1cccc(NC(=O)CCc2ccc(N3C(N)=NC(N)=NC3(C)C)cc2)c1	-3%	-4%	-6
O=C(CN1CCN(C(=O)c2cc(C3CC3)nn2-c2ccccc2)CC1)Nc1ccc(F)cc1	-6%	-5%	-6
CC(=O)Nc1ccc(NC(=O)C2CCN(S(C)(=O)=O)CC2)cc1	-8%	-3%	-13
Cc1ccc(S(=O)(=O)N2C[C@H]3[C@H]4C(=O)N(c5ccccc5)C(=O)[C@H]4C[C@H](OC(=O)Nc4c(C)noc4C)[C@@]3(O)C2)cc1	-4%	2%	0
Cc1ccccc1Nc1nc(Cl)nc(NC(C)(C)C)n1	-19%	-2%	-1
Cc1ccc([C@H]2N[C@]3(CCCN(Cc4cccn4C)C3=O)[C@H]3C(=O)N(C)C(=O)[C@@H]23)cc1	-2%	0%	-15
CC(=O)N1CCOc2ccc(S(=O)(=O)N3CCC(C(=O)NCc4ccc(Cl)cc4)CC3)cc21	-3%	-4%	0
O=C(OCc1cn([C@@H]2CN(Cc3cccs3)[C@@H](c3ccccc3)C[C@H]2O)nn1)c1ccccc1	?	-2%	-7
CC1CCC(NC(=O)C(NS(=O)(=O)c2ccc(Br)cc2)C(C)C)CC1 (configuration not stated)	-10%	5%	0
